GPR55 activation: GPR55 agonists via beta-arrestin recruitment, primary screen, imaging, U2OS cells, beta-arrestin-GFP redistribution (AID 1961). G-protein coupled receptor 55 (Homo sapiens). U2OS GPR55 beta-arrestin-GFP redistribution imaging; higher % means a stronger effect. hit rate 0.048% among 290,000. activation, % at 10 µM, or EC50 in µM where a hit was titrated;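 active = activation above 40% with more than 50 cells counted in the well; inconclusive = wells holding fewer than 50 cells, flagged as toxic or sparse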;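 note: U2OS osteosarcoma cells stably expressing GPR55 and beta-arrestin-GFP; plate controls were DMSO negative control for no effect and LPI positive control for full effect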
T cell modulator: modulators of CD8 T cell-vesicle binding, primary screen, mouse 2C CD8+ T cells, flow cytometry; 2C CD8+ T cell-vesicle binding; active compounds read low; calls only at 7 µM; hit rate 0.068% among 330,000; AID 2052, 2009;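 active = response, share of CD8 T cells binding vesicles, and their 90th percentile fluorescence all below set limits, cut at about 80% in these data, passing the limit was not always enough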
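Assay system: 2C TCR transgenic mouse naive CD8+ T cells, MACS-purified | Read-out: CD8+ gate FL2 mean fluorescence as % of same-row positive control | Signal: High-throughput flow cytometry with anti-B7-1 and anti-CD8 staining | Timing: Binding step 1.5 h, 37 °C, antibody labelling 20 min, ice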
GPR35 antagonists: GPR35 antagonists blocking zaprinast-driven arrestin recruitment, primary screen, imaging, U2OS, beta-arrestin-GFP, zaprinast agonist (AID 2058) | hit rate 0.052% among 290,000 | U2OS GPR35 beta-arrestin-GFP translocation imaging, zaprinast antagonism; higher % means a stronger effect | G-protein coupled receptor 35 (Homo sapiens) | inhibition, % at 10 µM, or IC50 in µM where a hit was titrated;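 active = inhibition of at least 50% with at least 30 cells and total cytoplasm GFP at most 10,000,000; inconclusive = under 30 cells or total GFP of 10,000,000 plus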
Hep lipid drop: inhibitors of hepatocyte lipid droplet formation, primary screen, imaging, high-throughput imaging, BODIPY stain; hit rate 0.4% among 240,000; AID 1656, 2009; inhibition, % at 6.5 µM; AML12 mouse hepatocytes, oleate lipid droplets;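 active = lipid droplet intensity inhibited by at least 50%, with more than 500 cells counted; inconclusive = wells with under 300 cells, treated as cytotoxic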
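Assay system: AML12 hepatocytes (mouse); Probe or stimulus: oleic acid at 100 µM to induce lipid droplet formation; Dosing: compound at 6.5 µM only; Schedule: compound with oleate, overnight; Detection: fluorescence imaging, 20x objective, two fields per well; Measure: % inhibition of lipid droplet signal.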
NTR1 agonist: agonists of NTR1, primary screen, imaging, U2OS cells, beta-arrestin-GFP, high content (AID 493036) | NTR1-U2OS beta-arrestin-GFP spot imaging, agonist mode | activation, % at 20 µM | hit rate 0.17% among 330,000;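 active = activation at or above 40% of the spot to cytoplasm intensity ratio, with at least 20 cells analyzed; inconclusive = wells under 20 cells, flagged as cytotoxic or low count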;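 note: 0% = DMSO without peptide and 100% = 100 nM NTR1 peptide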
Target sequence (P30989 whole entry, looked up): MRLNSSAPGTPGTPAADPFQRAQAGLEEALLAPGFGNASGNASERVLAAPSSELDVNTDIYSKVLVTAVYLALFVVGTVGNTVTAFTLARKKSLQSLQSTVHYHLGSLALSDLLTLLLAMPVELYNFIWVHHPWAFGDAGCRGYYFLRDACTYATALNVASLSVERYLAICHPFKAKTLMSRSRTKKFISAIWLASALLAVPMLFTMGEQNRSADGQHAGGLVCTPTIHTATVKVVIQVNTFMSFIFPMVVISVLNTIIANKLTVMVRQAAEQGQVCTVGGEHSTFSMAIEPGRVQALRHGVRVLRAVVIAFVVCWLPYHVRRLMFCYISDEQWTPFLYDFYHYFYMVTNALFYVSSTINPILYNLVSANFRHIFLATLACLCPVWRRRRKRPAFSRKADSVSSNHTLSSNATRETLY
Large T inhibition: SV40 large T antigen inhibitors, biochemical (AID 1903). SV40 large T antigen ATPase/helicase inhibition assay; higher % means a stronger effect. one-dose inhibition, % at 20 µM; IC50 in µM for titrated hits. hit rate 0.39% among 310,000; in the data active = a potency from the dose series; inconclusive = inhibition mostly from about 32% at the one dose, without a potency; inactive = the rest, 99 in 100 with inhibition below about 32%; note: strong numbers were not always called active
GPR55 LPI antagonism: GPR55 antagonists blocking LPI-driven arrestin recruitment, primary screen, imaging, U2OS, beta-arrestin-GFP, LPI agonist (AID 2013) | U2OS GPR55 beta-arrestin-GFP translocation imaging, LPI antagonism; higher % means a stronger effect | one-dose inhibition, % at 10 µM; IC50 in µM for titrated hits | hit rate 0.13% among 290,000;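 active = spots per cell inhibited over 60%, with over 100 cells counted and total cytoplasm intensity under 500,000; inconclusive = wells with under 100 cells, flagged as likely toxic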;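 note: U2OS cells stably carrying GPR55 and arrestin-GFP stimulated by 5 µM LPI near EC80; imaged beta-arrestin-GFP aggregate spots per cell after agonist stimulation; plate controls were LPI-stimulated DMSO wells for no effect and DMSO wells without LPI for full effect; some results filed as inactive read as strong as hits; confirmed hits need IC50 under 10 µM and bright autofluorescent wells are also inconclusive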
LYP phosphatase: inhibitors of LYP phosphatase, biochemical, fluorescence intensity, uHTS (AID 1779); Tyrosine-protein phosphatase non-receptor type 22 (Homo sapiens); recombinant LYP phosphatase, fluorescence intensity; higher % means a stronger effect; inhibition, % at 11.5 µM; hits with a dose series show IC50 in µM; hit rate 0.054% among 290,000; in the data active = inhibition above about 50%;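 note: plate controls were vehicle with enzyme for no effect and no enzyme for full effect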
MgcRacGAP inhibition: MgcRacGAP GTPase-activating activity inhibitors, confirmation, biochemical, ADP Hunter fluorescence; MgcRacGAP-stimulated Rac1 GTP hydrolysis, ADP Hunter fluorescence; higher % means a stronger effect; GST-tagged Rac1 F28L mutant substrate; inhibition, % at 30 µM; hits with a dose series show IC50 in µM; hit rate 0.6% among 340,000; AID 624330, 2012; Rac GTPase-activating protein 1 (Homo sapiens);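 active = first-screen hits whose inhibition reached a set limit at any dose in the follow-up dose series; inconclusive = inhibition above the set first-screen limit but never retested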;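 note: fluorescence reports GDP produced by GAP-driven GTP hydrolysis; strong numbers were not always called active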
Hep lipid drop cells 6.5 µM: recorded beside Hep lipid drop, whose call it bears; cell count; measured here: cell count, cytotoxicity flag;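 cells counted across two imaged fields per well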
T cell modulator vesicle-bound %: also measured in T cell modulator; calls as there; double positive events, %; measured here: CD8+ vesicle-bound cell fraction;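 binding gate set so that unloaded-vesicle control wells show 10% double positive cells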
NTR1 agonist cell count 20 µM: second read-out of NTR1 agonist, no call of its own (marks repeat the call); cell count; measured here: cell count, cytotoxicity flag
* = called active by the depositor; i = inactive; ? = inconclusive; . = no result given.

Screens in order – GPR55 activation, T cell modulator, T cell modulator vesicle-bound %, GPR35 antagonists, Hep lipid drop, Hep lipid drop cells 6.5 µM, NTR1 agonist, NTR1 agonist cell count 20 µM, Large T inhibition, GPR55 LPI antagonism, LYP phosphatase, MgcRacGAP inhibition
[1] CCOC(=O)N1CCN(c2c(NCCOC)c(=O)c2=O)CC1
  -0.1%, i, 41, 5%, ., ., 3.3, 76, 11%, -4%, -6%, 6%
[2] O=C(NCC1CCCO1)c1ccc(N2CCCCC2)c([N+](=O)[O-])c1 (stereo not given)
  -0.2%, i, 38, 9%, -4, 618, 0.4, 80, 12%, -8%, -6%, 8%
[3] CN1CCN(C(=O)C(=O)c2cn(CC(=O)N3CCCC3)c3ccccc23)CC1
  0.4%, i, 10, 10%, 3, 823, -0.1, 56, 9%, 16%, -6%, 4%
[4] CC(C)NC(=O)c1onc(CSc2nc3ccccc3[nH]2)c1C(=O)NC(C)C
  -0.2%, i, 21, 2%, 4, 707, 2.8, 89, 4%, 6%, -18%, 0%
[5] COc1ccc(S(=O)(=O)N2CCCCC2)cc1NC(=O)c1ccc([N+](=O)[O-])o1
  -0.2%, i, 24, -5%, 23, 699, 8.8, 63, 6%, -5%, 1%, -3%
[6] O=C(c1ccc(OC2CCN(Cc3ccccn3)CC2)cc1)N1CCC[C@H]1CO
  0.0%, i, 34, 7%, -6, 671, -0.9, 55, 21%, 10%, -9%, 2%
[7] O=C(NCCc1ccc(F)cc1)C(=O)NCC1CCCN1S(=O)(=O)c1ccccc1 (stereo not given)
  ., i, 46, ., ., ., 1.4, 58, 10%, ., ., 5%
[8] CC(C(=O)Oc1ccc2c(c1)OCO2)N1C(=O)c2ccccc2C1=O (stereo not given)
  -0.2%, i, 60, -2%, ., ., -1.2, 57, 2%, -13%, -7%, .
[9] Cc1ccc(C)c(N(C)C(=O)c2ccc3c(=O)n4c(nc3c2)CCCCC4)c1
  0.4%, i, 49, 19%, -1, 769, 1.0, 60, 10%, 3%, -9%, -32%
[10] COc1cccc(CNc2ccc(N3CCC(C)CC3)cc2)c1OC
  -0.4%, i, 50, -6%, -5, 735, 6.1, 81, 27%, -3%, 15%, 7.9µM*
[11] CC1=CCC(C(=O)O)C(C(=O)Nc2cccnc2)C1 (stereo not given)
  -0.1%, i, 38, 2%, ., ., 1.7, 46, 6%, 3%, -5%, 0%
[12] C=CCSc1nccc(-c2cc(Cl)sc2Cl)n1
  0.3%, i, 51, -6%, 14, 784, 4.3, 56, 9%, -8%, -4%, 14%
[13] CC(C)(C)OC(=O)NC(CO)c1cn([C@@H](Cc2cc3ccccc3[nH]2)C(=O)N2CCN(C(=O)OC(C)(C)C)CC2)nn1 (stereo not given in full)
  -0.1%, i, 39, -2%, 3, 736, 0.1, 78, 7%, 5%, -2%, 11%
[14] Cc1ccccc1C(=O)Nc1nc(=S)ss1
  0.1%, i, 33, 5%, ., ., -1.3, 58, 5%, 20%, -4%, 6%
[15] Cn1c(C(=O)NCCN2CCN(c3ccccc3F)CC2)cc2c(=O)n(C)c3ccccc3c21
  -0.1%, i, 58, -6%, -9, 610, 11, 56, 2%, 0%, 2%, 7%
[16] CC(=O)Oc1ccccc1C1=NN(C(C)=O)C(c2ccccc2)C1 (stereo not given)
  0.2%, i, 62, 19%, 7, 681, -0.2, 81, 17%, 4%, -6%, 6%
[17] Cc1ccc2nc(NC(=O)Cc3cccs3)sc2c1
  -0.1%, i, 16, 17%, -9, 762, -0.9, 63, 2%, -10%, -12%, 12%
[18] O=C(COc1ccc2c(c1)oc(=O)c1ccccc12)NCCN1CCOCC1
  -0.2%, i, 53, -4%, -3, 762, -1.1, 49, 4%, -4%, -6%, 14%
[19] CCc1nnc(NS(=O)(=O)c2ccc(N/C=C/C(=O)c3ccc(OC)cc3)cc2)s1
  1.0%, i, 32, -3%, 11, 724, -0.5, 48, ., -19%, -1%, 7%
[20] CCOc1ccc(NC(=O)NNC(=O)c2ccc(Cl)cc2Cl)cc1
  0.2%, i, 54, 5%, 8, 730, -1.1, 34, 1%, 12%, -10%, 6%

Arranged by length of the SMILES (lowest first): part of the list above
Screens in order – GPR55 activation, T cell modulator, T cell modulator vesicle-bound %, GPR35 antagonists, Hep lipid drop, Hep lipid drop cells 6.5 µM, NTR1 agonist, NTR1 agonist cell count 20 µM, Large T inhibition, GPR55 LPI antagonism, LYP phosphatase, MgcRacGAP inhibition
[14] Cc1ccccc1C(=O)Nc1nc(=S)ss1
  0.1%, i, 33, 5%, ., ., -1.3, 58, 5%, 20%, -4%, 6%
[4] CC(C)NC(=O)c1onc(CSc2nc3ccccc3[nH]2)c1C(=O)NC(C)C
  -0.2%, i, 21, 2%, 4, 707, 2.8, 89, 4%, 6%, -18%, 0%
[9] Cc1ccc(C)c(N(C)C(=O)c2ccc3c(=O)n4c(nc3c2)CCCCC4)c1
  0.4%, i, 49, 19%, -1, 769, 1.0, 60, 10%, 3%, -9%, -32%

The list goes on:
Screens in order – GPR55 activation, T cell modulator, T cell modulator vesicle-bound %, GPR35 antagonists, Hep lipid drop, Hep lipid drop cells 6.5 µM, NTR1 agonist, NTR1 agonist cell count 20 µM, Large T inhibition, GPR55 LPI antagonism, LYP phosphatase, MgcRacGAP inhibition
[21] CN(C)c1nc(N(C)C)nc(N(C#N)CN2C(=O)c3ccccc3S2(=O)=O)n1
  0.3%, i, 19, -28%, 22, 647, 4.2, 64, 1%, -14%, -3%, 1%
[22] CCCC(C(=O)NCC1CCCO1)N(Cc1ccco1)C(=O)CNS(=O)(=O)c1ccccc1 (stereo not given)
  -0.1%, i, 31, 3%, ., ., 1.7, 48, 12%, -2%, 2%, 12%
[23] O=C(NCc1ccco1)c1cc2c(s1)CSC2
  0.2%, i, 3, 6%, -19, 613, 0.4, 85, ?, 7%, 3%, .
[24] CC(=O)N1CCN(S(=O)(=O)c2cccc(C(=O)Nc3nccs3)c2)CC1
  0.9%, i, 54, 0%, -6, 654, 1.2, 54, 1%, -2%, -3%, 1%
[25] Cc1ccc2c(=O)cc(C(F)F)oc2c1
  -0.1%, i, 59, 32%, -30, 882, 1.4, 71, 8%, -2%, -11%, 7%
[26] CCN(CC(=O)NC(C)(C)C)Cc1cc(=O)n2c(-c3ccccc3)csc2n1
  -0.2%, i, 37, 2%, -38, 701, 1.5, 42, 12%, -2%, -2%, 9%
[27] Oc1c(Cl)cc(Cl)cc1/C=N/c1nc(-c2ccc(Cl)cc2)cs1
  0.2%, i, 51, -7%, 13, 703, -1.1, 40, 6%, 10%, 1%, 12%
[28] O=C(c1ccco1)N1CCN(S(=O)(=O)c2cccc3nsnc23)CC1
  -0.1%, i, 54, 3%, 0, 772, 0.3, 79, 7%, 8%, 2%, -7%
[29] O=C(Nc1ccccc1-c1ccccc1)c1ccccc1[N+](=O)[O-]
  -0.2%, i, 29, -12%, -1, 859, -0.7, 60, 7%, -5%, -10%, 2%
[30] O=C(CCN1C(=O)c2ccccc2C1=O)Nc1ccc(S(=O)(=O)N2CCOCC2)cc1
  0.2%, i, 31, -5%, 5, 751, 0.5, 82, 1%, 0%, -10%, 0%
[31] CCSc1cc(C)nc2c(-c3ccccc3)cnn12
  0.0%, i, 2, 8%, ., ., 1.4, 65, -2%, 5%, -3%, 5%
[32] CC(=O)Nc1ccc(NC2=CC(=O)CC(C)(C)C2)cc1
  -0.2%, i, 23, 5%, 10, 719, 0.4, 52, 12%, 6%, 7%, 8%
[33] CC(=O)c1c(C(C)=O)c(C)n(NC(=O)c2ccccc2Cl)c1C
  0.3%, i, 39, 19%, ., ., 0.1, 79, -4%, 13%, -6%, 5%
[34] CC(NC(=O)c1ccc(OC2CCN(Cc3ccccn3)CC2)cc1)c1nccs1 (stereo not given)
  -0.1%, i, 10, 13%, 28, 725, -1.4, 69, 19%, 12%, -5%, -5%
[35] COc1ccc2cc(CCNC(=O)c3ccc4c(c3)OCO4)c(=O)[nH]c2c1
  -0.2%, i, 38, -5%, -1, 619, 1.3, 38, -3%, 2%, -1%, 2%
[36] COc1ccc(-c2coc3cc(OC4OC(CO)C(O)C(O)C4O)ccc3c2=O)cc1 (stereo not given)
  0.3%, i, 66, -2%, -11, 759, 0.4, 91, 7%, -12%, -5%, 7%
[37] C=CCN(c1cccc(C(F)(F)F)c1)S(=O)(=O)c1cccc(C(=O)OCC(=O)NC(N)=O)c1
  -0.4%, i, 51, -7%, -8, 642, 2.4, 76, 7%, 13%, -2%, 2%
[38] N#CC1=C(N)NC(SCC(=O)Nc2ccc(Br)cc2)=C(C#N)C12CCCCC2
  0.2%, i, 16, -1%, 3, 762, 6.2, 44, 2%, 10%, 6%, 12%
[39] CCSC1=NCCN1C(=O)Cc1ccc(-c2ccccc2)cc1
  -0.4%, i, 39, 6%, 15, 722, 0.0, 62, 8%, 17%, 7%, -2%
[40] CCOC(=O)CC1(C)SC(NC(C)=O)=NN1C(C)=O (stereo not given)
  0.2%, i, 57, 2%, 2, 714, 1.0, 98, ., 7%, 2%, 3%
[41] O=S(=O)(NCc1cccs1)c1ccc(Br)s1
  0.7%, i, 7, 5%, -1, 687, 0.6, 62, 11%, 15%, -10%, .
[42] COc1ccc(N(C(=O)Cn2nnc(-c3ccc(F)cc3)n2)C(C)C(=O)NC2CCCC2)cc1OC (stereo not given)
  -0.1%, i, 18, -3%, -1, 702, 0.2, 63, 3%, 0%, 4%, -3%

Screening results (PubChem BioAssay)
